Source: PubChem (several laboratories)
Tn7 DDE FP: inhibitors of Tn7 peptide binding to fibrin DD(E), primary screen, biochemical, fluorescence polarization, human fibrin, Tn7 probe. inhibition, % at 8.3 µM. AID 720508, 2013. Fibrinogen beta chain (Homo sapiens), P02675. FP displacement of FITC-Tn7 peptide from fibrin DD(E); 0% = median of compound wells per plate. actives 0.13% (n = 370,000);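 active means inhibition above the mean of compounds falling within the control limits plus 3 SD of them, cut at about 14% in these data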;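 further: 0% = plate median of compound wells and 100% = 10 µM Aha-Tn7 peptide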
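Assay system: Fibrin-DD(E) protein isolated from polymerized human fibrin clots; read-out basis: percent inhibition; medium: Tris/NaCl/CaCl2 buffer, pH 7.8; signal: FP measurement; incubation: 10 min plus 3 h, room temperature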
sPLA2-III inh: human group III sPLA2 inhibitors, primary screen, biochemical, QFRET, BODIPY PC-A2 liposome substrate. QFRET BODIPY PC-A2 liposome hydrolysis, fluorescence. inhibition, % at 12.2 µM. actives 0.56% (n = 370,000). AID 743126, 2013;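 active means inhibition above mean plus 3 SD of compounds lying within the high and low control bounds, cut at about 19% in these data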;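 further: 0% = median of test compound wells and 100% = no enzyme DMSO wells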
NR1D1 modulator: modulators of Rev-erb alpha DNA binding, primary screen, biochemical, FITC-DNA, fluorescence polarization, uHTS; Rev-erbα–FITC-DNA binding, 90 min; activity, % at 10 µM; actives 0.79% (n = 370,000); AID 1259318, 2017;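 active means activity above about 14%, limit read from the data; passing the limit was not always enough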;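 further: 0% = DMSO wells with 35 nM protein and 100% = DMSO wells with 750 nM protein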
Target sequence (P20393 whole entry, looked up): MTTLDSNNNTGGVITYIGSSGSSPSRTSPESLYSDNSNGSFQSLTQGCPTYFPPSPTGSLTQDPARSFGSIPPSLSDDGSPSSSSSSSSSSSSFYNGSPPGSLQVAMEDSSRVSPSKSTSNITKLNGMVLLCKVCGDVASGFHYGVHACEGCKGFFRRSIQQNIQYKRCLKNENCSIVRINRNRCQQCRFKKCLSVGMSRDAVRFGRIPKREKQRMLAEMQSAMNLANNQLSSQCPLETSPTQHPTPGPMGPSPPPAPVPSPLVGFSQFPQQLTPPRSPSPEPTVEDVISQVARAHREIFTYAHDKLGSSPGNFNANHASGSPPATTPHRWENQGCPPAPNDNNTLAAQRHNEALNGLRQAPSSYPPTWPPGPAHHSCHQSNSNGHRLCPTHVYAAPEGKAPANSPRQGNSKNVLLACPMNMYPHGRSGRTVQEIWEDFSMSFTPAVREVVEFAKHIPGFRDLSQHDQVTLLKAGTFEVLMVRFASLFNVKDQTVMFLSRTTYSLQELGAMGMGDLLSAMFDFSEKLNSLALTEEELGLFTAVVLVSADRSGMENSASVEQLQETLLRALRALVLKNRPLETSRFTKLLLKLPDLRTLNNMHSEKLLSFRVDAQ
ASAP1 inh: inhibitors of human ASAP1 ArfGAP activity, primary screen, biochemical, fluorescence polarization. Arf-GAP with SH3 domain, ANK repeat and PH domain-containing protein 1 (Homo sapiens), …. ASAP1-stimulated ARF1 GTP hydrolysis, GDP FP detection. inhibition, % at 16.5 µM. actives 0.19% (n = 360,000); in the data active means inhibition above about 25%;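 further: 0% = vehicle with enzyme and substrate and 100% = no enzyme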
ARFGAP1 inhibitor: inhibitors of rat ARFGAP1 GAP activity, primary screen, biochemical, fluorescence polarization, GDP tracer; ADP-ribosylation factor GTPase-activating protein 1 (Rattus norvegicus), Q62848; inhibition, % at 16.5 µM; actives 0.26% (n = 360,000); Arfgap1-stimulated ARF1 GTP hydrolysis, GDP FP detection; AID 651572, 2012;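 active means inhibition above a per-plate limit, mean inhibition of low control wells plus 3 SD, cut at about 25% in these data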;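 further: 0% = DMSO wells with enzyme and 100% = wells lacking Arfgap1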
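Material: rat Arfgap1 catalytic domain, aa 1-136; also added: human ARF1(Δ1-17)-GTP substrate; compound dosing: one concentration, 16.5 µM, DMSO 1.26%; incubation: GTP hydrolysis reaction 2 h at 25 °C; measured by: Tracer-displacement fluorescence polarization with EDTA stop, 620/688 nm; evaluation: % inhibition from polarization; repeats: one replicate per compound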
UHRF1 binding: UHRF1 methylated DNA binding inhibitors, primary screen, counter-screen for MBD2 inhibitor project, biochemical, TR-FRET, human UHRF1, single concentration; E3 ubiquitin-protein ligase UHRF1 (Homo sapiens), Q96T88; UHRF1 binding to methylated oligo; inhibition, % at 4.4 µM; actives 0.75% (n = 370,000); in the data active means inhibition above about 21%;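 further: UHRF1 SRA domain binding a hemimethylated CpG hairpin DNA probe; 0% = median of test compound wells and 100% = reference inhibitor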
PLC-beta3 inh: human PLC-beta3 inhibitors, primary screen, biochemical, fluorescence. actives 0.18% (n = 370,000). Purified PLC-beta3, fluorogenic substrate. 1-phosphatidylinositol 4,5-bisphosphate phosphodiesterase beta-3 (Homo sapiens), Q01970. inhibition, % at 12.2 µM; in the data active means inhibition above about 11%;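 further: 0% = median of compound wells on plate and 100% = full blocker control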
PLCg1 inh: PLC-gamma1 enzyme inhibitors, primary screen, biochemical, fluorescence, purified enzyme; inhibition, % at 12.2 µM; AID 720700, 2013; fluorogenic substrate; actives 0.84% (n = 370,000); in the data active means inhibition above about 9.5%
DDE Tn6 FP inh: inhibitors of Tn6 peptide binding to fibrin DD(E), primary screen, biochemical, fluorescence polarization, human fibrin, Tn6 probe | Fibrinogen beta chain (Homo sapiens), P02675 | Fibrin DD(E) TRITC-Tn6 fluorescence polarization displacement | inhibition, % at 8.3 µM | actives 0.21% (n = 370,000) | AID 720509, 2013;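 active means inhibition above a per-campaign cutoff: mean of compounds within control limits plus 3 SD, cut at about 15% in these data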;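 further: 0% = median of all compound wells on the plate and 100% = blocking peptide control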
proKLK7 act: proKLK7 zymogen activators, primary screen, biochemical, fluorescence intensity. actives 0.9% (n = 370,000). activation, % at 7 µM. purified proKLK7, EDANS-DABCYL substrate fluorescence; 100% is mature enzyme control, 0% vehicle. Kallikrein-7 (Homo sapiens), P49862;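 active means activation above the mean of all tested compounds plus 3 SD, computed per campaign excluding outliers beyond control limits, cut at about 13% in these data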
Target sequence (P49862 whole entry, looked up): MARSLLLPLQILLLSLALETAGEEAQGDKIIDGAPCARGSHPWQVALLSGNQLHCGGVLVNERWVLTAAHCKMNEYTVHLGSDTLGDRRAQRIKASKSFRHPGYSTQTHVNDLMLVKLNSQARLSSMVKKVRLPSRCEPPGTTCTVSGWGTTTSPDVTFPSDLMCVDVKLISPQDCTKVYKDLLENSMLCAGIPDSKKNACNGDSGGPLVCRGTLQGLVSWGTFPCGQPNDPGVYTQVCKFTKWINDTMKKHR
* hit, by the source's call. Rows are unselected; overall some 4.5% were active at least once.

SMILES | Tn7 DDE FP | sPLA2-III inh | NR1D1 modulator | ASAP1 inh | ARFGAP1 inhibitor | UHRF1 binding | PLC-beta3 inh | PLCg1 inh | DDE Tn6 FP inh | proKLK7 act
O=C(C[C@@H]1C/C=C\CC[C@H](Cc2ccc(F)cc2)C(=O)OC[C@@H](Cc2ccccc2)NC1=O)NCCO | 3 | -1 | 0 | -5 | -1 | 21* | 0 | 0 | -1 | 0.5
COc1ccccc1NC(=O)c1nc(S(=O)(=O)Cc2ccccc2)ncc1Cl | 3 | 3 | -4 | 10 | 0 | 4 | -10 | 0 | 0 | -0.2
COc1cc(Cl)ccc1OCc1cc(C(=O)N2CCCC(OC)C2)no1 (centres undefined) | 4 | -2 | -3 | -2 | -3 | 2 | -8 | 1 | 4 | 0.3
CN1CCN(/C=N/c2c(C#N)cnn2-c2ccccc2)CC1 | -7 | 1 | 0 | 11 | 0 | -5 | 6 | 6 | 2 | -0.7
COc1ccc(S(=O)(=O)Nc2cc(C(=O)NCCCOC(C)C)ccc2N2CCOCC2)cc1 | -5 | -4 | -1 | -4 | 5 | -1 | -1 | -1 | 2 | -0.3
O=S1(=O)CCOC[C@H](c2ccccc2)N1Cc1ccccc1F | 2 | -1 | -4 | -1 | 0 | 2 | 0 | 1 | 3 | -0.6
CC(NC(=O)c1cccs1)c1nnc(SCc2ccc(Cl)cc2Cl)n1C (centres undefined) | 5 | -1 | 0 | 17 | 14 | 0 | 0 | -2 | 3 | 0.1
CCN(CC)CCCNC(=O)c1cc(-c2ccccc2)c(N2CCCCC2)s1 | 0 | 8 | -3 | 3 | -3 | 0 | -17 | -6 | 1 | -0.7
Cc1ccc([N+](=O)[O-])cc1NC(=S)NCCc1ccccc1 | -1 | 2 | 4 | -3 | -3 | 1 | -10 | -3 | 5 | -0.6
O=C(NC1(Cc2ccccc2)CCN(CCCc2ccccc2)C1=O)c1ccccc1 (centres undefined) | -4 | -3 | 0 | 2 | 4 | 1 | 1 | 3 | 8 | -0.1
O=C(CN1CCC(NC(=O)c2cccc(F)c2)CC1)NCc1cccs1 | -1 | 2 | 0 | 10 | 3 | 0 | 2 | 1 | -2 | 0.1
Cc1ccc(OC(C)C(=O)Nc2ccc3c(c2)n(C)c(=O)n3C)cc1C (centres undefined) | -8 | -1 | 0 | 12 | 8 | 20 | -2 | 2 | -5 | -0.4
COc1ccc(NC(=S)N2CCN(C(c3ccccc3)c3ccccc3)CC2)c(OC)c1 | -7 | 2 | 6 | 13 | -6 | -1 | 3 | -3 | -1 | -0.6
Cn1ccnc1SCC(=O)Nc1ccc(SC(F)F)cc1 | 5 | 7 | 2 | 5 | 10 | 2 | -4 | 3 | -1 | 0.1
N#Cc1ccccc1NC(=O)c1ccc2c(c1)OCCO2 | 5 | 8 | 6 | -5 | -3 | 2 | 1 | 4 | 1 | -1.2
CCOc1ccc(N2C(=O)CC(Cc3ccccc3OC)C2=O)cc1 (centres undefined) | -3 | 3 | 1 | 11 | -14 | 1 | -5 | -2 | -7 | -0.1
O=C(CSc1ncn[nH]1)c1cccc([N+](=O)[O-])c1 | -3 | -24 | -1 | -8 | 5 | -2 | 2 | -1 | -6 | -0.2
Cc1cccc(N2CCN(C(=O)CCCOc3ccccc3)CC2)c1C | -13 | -1 | 4 | -1 | 3 | 5 | -1 | 6 | -5 | 0.2
CC(=O)Nc1ccc(N2C(=O)CC(Sc3nc(C)cc(C)n3)C2=O)cc1 (centres undefined) | 9 | 1 | 2 | -14 | -4 | -2 | -6 | 3 | -1 | -0.1
Cc1cn(CC(=O)NCc2ccc3c(c2)OCO3)c(=O)[nH]c1=O | 0 | 5 | -3 | -4 | -5 | 0 | -2 | 2 | -1 | -0.2
CC(=O)C1=C(Nc2ccccc2)CC(C)(O)C(C(C)=O)C1c1ccccc1 (centres undefined) | 2 | -4 | -1 | -16 | 4 | 2 | -4 | 0 | -4 | 0.5
COc1cnc(-c2ccccc2)nc1Oc1ccc(Cl)cc1C | 5 | -2 | -3 | 4 | -6 | -1 | -3 | -1 | 0 | 0.6
COc1cc(C(=O)NCC(=O)NC(C)c2ccc(-n3ccnc3)cc2)cc(OC)c1OC (centres undefined) | 4 | 5 | 6 | 1 | -2 | -3 | -7 | 3 | -1 | 0.6
COc1ccc(N=C2SC(C(=O)Nc3ccc(F)cc3)CC(=O)N2C)cc1 (centres undefined) | 8 | -14 | -5 | -3 | -7 | 0 | -1 | 5 | 12 | 0.3
CC1=NN(C(=O)c2csc(C)c2)C(O)(C(F)(F)F)C1 (centres undefined) | 6 | -2 | 1 | 0 | 1 | -5 | -1 | 1 | -3 | -0.4
CC(C)(C)C(=O)NC(=S)N1CCCC1 | 3 | 1 | -2 | -13 | 0 | 0 | 2 | 0 | 6 | -0.4
O=C(Nc1cccnc1)c1ccc(Cl)cc1[N+](=O)[O-] | -7 | 0 | -4 | -5 | 10 | 4 | -4 | 3 | 1 | 0.5
CCCS(=O)(=O)N1CCN=C1SCc1ccc(F)cc1 | -3 | 0 | 0 | 12 | 6 | 2 | -6 | 1 | -5 | 0.3
O=C(CSc1nnc2scc(-c3ccccc3)n12)NCc1ccco1 | 6 | 4 | -3 | -12 | -4 | -1 | 2 | -1 | 3 | 0.5
Cn1nc(-c2ccccc2)c(-c2nc(-c3ccc(Cl)cc3)no2)c1Cl | -1 | 2 | 3 | 4 | 16 | 0 | 0 | 3 | 0 | -0.2
Cc1ccc(OCCCCN2CCCCC2)c(C)c1 | 0 | 0 | 9 | 5 | -2 | 0 | -5 | 1 | 13 | 0.5
O=C(NC1CCCCC1)c1cc(S(=O)(=O)N2CCOCC2)ccc1Cl | -7 | -1 | -5 | -3 | 4 | 0 | 0 | 7 | 1 | -0.1
COC(=O)c1ccccc1NC(=O)/C=C/c1ccco1 | 3 | -3 | -2 | -6 | 5 | -4 | -10 | -12 | 3 | 0.3
O=C(NC1CCCCC1)c1ccc(S(=O)(=O)N2CCCC2)cc1 | 4 | 2 | -2 | 6 | 6 | 2 | 2 | 2 | 2 | 0.8
Cc1cc(S(=O)(=O)N2CCC3(CC2)OCCO3)c(C)cc1Cl | -1 | -5 | -3 | 5 | 6 | -1 | -6 | -2 | 4 | 0.0
COc1cccc(C(=O)Nc2ccc3c(c2)n(C)c(=O)n3C)c1 | -4 | 2 | 4 | 12 | -4 | 0 | 1 | 3 | -2 | -0.5
CN1CCCC(C)(C(=O)Nc2ccc(-n3cccc3)cc2)C1 (centres undefined) | -4 | -4 | -12 | 5 | 7 | 1 | 4 | 2 | -4 | -0.1
COc1ccc(/C=C2\SC(=S)N(CC(=O)OCC(=O)Nc3ccc([N+](=O)[O-])cc3OC)C2=O)cc1 | 7 | 1 | 2 | 4 | 11 | 0 | 0 | 3 | 4 | 0.3
N/N=C1\CCCc2c1[nH]c1ccc([N+](=O)[O-])cc21 | -5 | -6 | 0 | -3 | -1 | -2 | -1 | 0 | 2 | -0.3
Cc1ccc(/C=N/NC(=O)c2nnn(-c3nonc3N)c2CSc2ccc(Cl)cc2)cc1 | -5 | 3 | 0 | 5 | 2 | -2 | 4 | 4 | 3 | 0.1
CCNc1nc(N2CCOCC2)nc(N(c2ccccc2)c2ccccc2)n1 | -3 | -1 | -2 | 0 | -2 | 0 | 3 | 6 | -2 | 0.4
COc1ccccc1C(=O)C1CCCN(C(=O)CSc2ccccn2)C1 (centres undefined) | -7 | 2 | 5 | -7 | -8 | 7 | -4 | -1 | -3 | -0.1
CCn1c(=O)c(=O)n(CC)c2cc(S(=O)(=O)Nc3ccc(C)cc3)ccc21 | 2 | -6 | -2 | 4 | -3 | -3 | -5 | 4 | 1 | 0.4
